XiGFP reactiv – X-chromosome reactivation activator; XiGFP mouse fibroblasts, % GFP-positive cells imaging, 3 d; cells co-treated with 5-aza-dC sensitizer; scaled so ellipticine positive control = 100%; AID 743238; activation, % at 7.58 µM; 0.055% of 360,000 active;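 active means mean normalized replicate activation at least 10% and every replicate at or above 10%; inconclusive means only one of the two criteria met; inactive means mean below 10% and not all replicates reach 10%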;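 further: 0% = median of on-plate neutral control wells and 100% = ellipticine 6 µM median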
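System: 68-5-11 XiGFP fibroblast line | Buffer or medium: DMEM containing 5-aza-dC | Compound: Single point | Times: Compounds 3 days, fix/stain 15 min at room temperature | Benchmarks: Positive control ellipticine, 6 µM final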
CFTR F508del cor – CFTR F508del correction in bronchial cells; CFBE cells, YFP halide quenching; stimulated with forskolin plus potentiator P3; % fluorescence drop versus neutral controls; activity (quench increase), % at 7.58 µM; 0.36% of 350,000 active; AID 720511;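 active means mean added fluorescence quench of at least 8% versus neutral control, with both replicates also reaching 8%; inconclusive means only one of the mean or replicate conditions met; inactive means mean below 8% and not both replicates reaching 8%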;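 further: cells transiently co-express mutant CFTR-F508del with the halide-sensitive YFP; corrector assay measuring rescue of mutant channel to the surface after 24 h compound exposure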
Casp6 inh – caspase-6 (human) enzyme inhibition | inhibition, % at 12.5 µM | P55212 | AID 686996 | 0.53% of 350,000 active | purified caspase-6, Z-VEID-R110 cleavage fluorescence;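 active means mean inhibition across replicates at least about 35%, with every replicate also reaching that limit, limit read from the data; inconclusive means only one of the two criteria met; inactive means neither criterion met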;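 further: 0% = median of neutral control wells and 100% = no fluorescence left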
Target sequence (P55212 24-179 limits assumed): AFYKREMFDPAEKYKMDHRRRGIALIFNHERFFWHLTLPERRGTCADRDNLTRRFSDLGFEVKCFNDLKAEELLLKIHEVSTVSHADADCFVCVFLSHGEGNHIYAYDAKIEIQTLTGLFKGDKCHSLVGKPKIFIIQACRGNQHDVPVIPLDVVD
Target sequence (P55212 194-293 limits assumed): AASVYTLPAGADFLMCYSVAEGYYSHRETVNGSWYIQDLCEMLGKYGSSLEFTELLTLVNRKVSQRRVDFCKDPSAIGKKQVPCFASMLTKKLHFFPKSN
RAD52 inh – inhibitors of human RAD52 DNA annealing; P43351; recombinant RAD52 DNA annealing, FRET fluorescence; inhibition, % at 18.7 µM; 0.46% of 360,000 active; AID 651710;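 active means every replicate showing at least 50% inhibition; inconclusive means mean inhibition at least 50% but not in every replicate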
Target sequence (P43351 whole entry, looked up): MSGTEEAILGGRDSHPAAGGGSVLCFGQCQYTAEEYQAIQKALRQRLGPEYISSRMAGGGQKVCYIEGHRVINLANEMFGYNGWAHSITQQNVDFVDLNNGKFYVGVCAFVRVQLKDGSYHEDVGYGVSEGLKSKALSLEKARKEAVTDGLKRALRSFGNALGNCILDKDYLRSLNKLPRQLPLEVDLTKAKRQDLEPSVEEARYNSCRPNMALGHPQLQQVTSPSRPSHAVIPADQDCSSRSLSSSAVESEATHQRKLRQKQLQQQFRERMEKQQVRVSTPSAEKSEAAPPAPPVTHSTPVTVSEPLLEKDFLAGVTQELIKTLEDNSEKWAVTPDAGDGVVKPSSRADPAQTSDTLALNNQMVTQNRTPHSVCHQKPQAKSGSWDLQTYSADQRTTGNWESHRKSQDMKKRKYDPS
E-sel inducer – induces E-selectin expression in human endothelial cells | activation, % at 7.58 µM | 0.37% of 260,000 active | P16581 | HUVEC E-selectin immunofluorescence imaging; normalized: neutral wells 0, TNF-alpha wells 100;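 active means mean E-selectin-positive cell signal at least 10% of the positive control, reached in at least 60% of replicates, without over 20% cell loss; inconclusive means no rule given, readout overlaps actives, possibly toxicity-flagged; inactive means the rest, including those meeting only one limit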;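 further: in these data hits start at about 27%; measured in HUVEC primary endothelial cells; signal is the percent of cells scored E-selectin positive by PE staining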
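Material: HUVEC primary endothelial cells; Amount: 3,000 cells per well; Dosing: single concentration; Medium: EGM-2 growth medium on 0.1% gelatin-coated wells; Read-out basis: percent E-selectin-positive cells; Signal: immunofluorescence imaging; Control set: TNF-alpha, DMSO.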
INS-1E GSIS act – primary screen for activators of insulin secretion dependent on glucose, INS-1E cells, GLuc reporter luminescence. INS-1E GLuc reporter insulin secretion, 2-3 h. activation, % at 16.6 µM. 0.61% of 370,000 active. AID 743287;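 active means lowest replicate activation of at least 40%, so every replicate reaches that level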;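 further: 0% = median of neutral control wells and 100% = median of IBMX positive control wells; some compounds called inactive have numbers as strong as hits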
RAD54 branch – blocks human RAD54 Holliday junction branch migration; Q92698; AID 602329; FAM/BHQ fluorescence; 0.14% of 360,000 active; inhibition, % at 10.4 µM;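 active means mean normalized replicate activity at least 40 and at least half of replicates scoring 40 or more; inconclusive means only one of the two criteria met; inactive means mean below 40 and under half of replicates reaching 40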;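 further: 0% = median of neutral control wells and 100% = median of positive control wells; inhibitors cause a drop in the FAM fluorescence signal; in these data hits start at about 50%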
DENV2 CPE rescue – DENV2-induced cell death inhibition; DENV2-infected cells, cytopathic effect rescue, plate reader; AID 651640; CPE inhibition, % at 9.99 µM; 1.7% of 350,000 active; in the data active means CPE inhibition above about 20%, passing the limit was not always enough; inconclusive means no clear call, values can overlap the other calls; tested in BHK-21 cells;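 further: 0% = median of neutral control wells and 100% = median of positive control wells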
Numbers without * were called inactive; ? = inconclusive; . = no result given. Outcome played no part in choosing rows; overall some 3.7% were active at least once.

SMILES	XiGFP reactiv	CFTR F508del cor	Casp6 inh	RAD52 inh	E-sel inducer	INS-1E GSIS act	RAD54 branch	DENV2 CPE rescue
COc1ccccc1NC(=S)NC(NC(C)=O)C(Cl)(Cl)Cl (stereo not drawn)	-0.1	0.0	-1	-36	4.1	-5	-2	3
COc1ccc(NC(=O)CN(C)C(=O)CNC(=O)c2cccs2)cc1	0.4	3.5	0	-3	0.1	21	-3	0
COc1ccc(COC(=O)CCc2cc(OC)c(OC)c(OC)c2)cc1F	0.0	-3.5	0	1	.	2	11	-4
Cc1c(CC(=O)N2CCC(O)CC2)c(=O)oc2cc3c(cc12)CCC1(CCCCC1)O3	-0.2	0.9	0	-13	0.3	15	-1	10
O=C(OCC(=O)N1CCC(Cc2ccccc2)CC1)c1ccccc1NCCO	0.0	-2.8	-3	3	-0.2	-10	.	2
O=C(COc1ccc(F)cc1)Nc1nc(-c2cccnc2)cs1	0.5	-1.5	3	-26	0.1	8	1	-1
CC(C)C#Cc1cnc2c(c1)C(=O)N([C@H](C)CO)C[C@H](C)[C@@H](CN(C)C(=O)Cc1ccncc1)O2	-1.0	-0.9	-3	-5	0.2	9	-1	-4
COc1ccc(S(=O)(=O)N(C)C[C@@H]2OCc3ccccc3-c3c(n(C)c4ccccc34)C(=O)N([C@H](C)CO)C[C@H]2C)cc1	0.0	-2.8	-3	12	-0.6	-7	-1	-6
COc1ccc(S(=O)(=O)N(C)C[C@H]2Oc3ccc(NS(=O)(=O)c4cccs4)cc3C(=O)N([C@@H](C)CO)C[C@H]2C)cc1	-0.3	2.5	0	-4	0.1	-2	3	16
C[C@@H]1CN([C@@H](C)CO)C(=O)c2cc(C#Cc3cccc(F)c3)cnc2O[C@H]1CN(C)C(=O)C1CCOCC1	1.1	-2.7	.	.	0.3	5	.	.
CC(C)(C)OC(=O)N1CCCC(C(=O)Nc2ccc(C(=O)N3CCCC3)cc2)C1 (stereo not drawn)	0.1	6.3	2	0	0.0	12	-2	2
CN(Cc1cccc(Cl)c1Cl)CC(O)COc1ccccc1 (stereo not drawn)	0.1	-1.2	-8	-6	.	-19	5	-4
Cc1cc(C)c(OCCn2ccnc2)c(C)c1	0.0	4.3	17	6	.	.	-15	11
Cc1noc(C)c1COc1ccc(C(=O)OCC(=O)OC(C)(C)C)cc1	-0.2	-0.1	3	3	2.6	25	.	-4
C[C@@H]1CN([C@@H](C)CO)C(=O)c2cc(NC(=O)Cc3cn(C)c4ccccc34)ccc2O[C@H]1CN(C)Cc1ccc(C(F)(F)F)cc1	-0.9	1.8	-1	-8	.	-22	3	17
CC(=O)c1cccc(NC(=O)C2CCCN2S(=O)(=O)c2cccc3cccnc23)c1 (stereo not drawn)	0.4	-4.1	-3	-24	.	1	5	-1
COCc1cn(CC[C@@H]2CC[C@@H](NC(=O)c3ccccc3)[C@@H](CO)O2)nn1	0.0	-1.2	-1	1	-2.6	-12	1	-1
NC(=O)c1ccsc1NC(=O)COC(=O)Cc1ccc(F)cc1	0.3	2.7	4	-30	1.1	.	-4	-2
Cc1cc(Br)cc2c(C(=O)NCC3CCCO3)cc(-c3ccccc3)nc12 (stereo not drawn)	0.2	-1.2	-2	-6	3.2	28	-13	6
O=C(O)c1cc(N/N=C/c2c(O)ccc3ccccc23)ccc1Cl	0.2	-0.8	.	-12	0.1	-2	-13	8
COC(=O)C[C@@H]1CC[C@@H]2[C@@H](COc3ccc(NC(=O)C4CCOCC4)cc3C(=O)N2C)O1	0.2	-0.8	-2	7	0.1	14	-21	-12
CO[C@@H]1CN(C)C(=O)c2cc(NC(=O)C3CCCC3)ccc2OC[C@H](C)N(C(C)=O)C[C@@H]1C	0.2	-0.6	.	.	0.4	2	3	.
N#CC1=C(SCC(N)=O)NC(=O)CC1c1ccccc1Cl (stereo not drawn)	0.0	0.0	0	-12	0.0	-5	-10	2
CC(C)n1c(CN(C)Cc2ccccc2)nc2c1c(=O)n(C)c(=O)n2C	0.1	1.9	1	-8	-0.3	-73	.	2
Cc1cc(N2C(=O)c3ccc(C(=O)Nc4ccccc4O)cc3C2=O)no1	-0.1	-2.1	-2	-16	0.0	.	-9	-3
CO[C@@H]1CN(C)C(=O)c2ccc(NC(C)=O)cc2OC[C@H](C)N(C(=O)Cc2cccnc2)C[C@H]1C	0.0	2.1	-2	-8	1.4	17	-3	-1
C[C@@H]1CN([C@@H](C)CO)C(=O)Cc2cc(NC(=O)Cc3cn(C)c4ccccc34)ccc2O[C@H]1CN(C)C(=O)Nc1ccc(F)cc1	-0.7	-2.5	0	10	0.0	3	.	-3
CCOc1ccc(NC(=O)COc2ccccc2)c([N+](=O)[O-])c1	0.0	-3.2	-2	1	0.0	.	.	-2
O=C(C=Cc1ccco1)c1cc(Cl)ccc1O	0.1	4.1	45*	-15	-0.3	.	-4	0
COCC(=O)Nc1ccc2c(c1)OC[C@H](C)N(C(=O)COC)C[C@H](C)[C@H](OC)CN(C)C2=O	-0.2	-2.0	0	-17	0.0	10	-8	0
O=C(C[C@H]1CC[C@@H]2[C@H](COC[C@H](O)CN2C(=O)c2cccnc2)O1)NCc1ccccc1	0.2	-0.7	0	-22	0.0	9	-18	?
COc1ccc(C(=O)NC(=S)Nc2ccc(CN3CCOCC3)cc2)cc1	0.0	0.2	-2	-4	0.8	2	-16	-9
CC=Cc1ccc2n(c1=O)C[C@@H]1[C@@H](CO)[C@H](C(=O)N[C@@H](C)c3ccccc3)N(C)[C@H]21 (mixture of isomers)	0.1	-1.7	0	-38	-0.1	8	5	-7
COc1ccc2c3c([nH]c2c1)[C@@H](CO)N(C(=O)NC(C)C)CC31CCN(C(=O)C2CCCC2)CC1	0.3	1.4	-3	-1	-0.3	-19	.	-5
Cc1cccc(CNc2ncnc3ccc(-c4ccccc4Cl)cc23)c1	0.0	-3.2	4	-23	-0.1	7	3	-5
COc1ccc(CN(C)C[C@H]2Oc3ccc(NC(=O)NC4CCCCC4)cc3C(=O)N([C@H](C)CO)C[C@H]2C)cc1	-1.1	-1.7	-2	16	.	9	-4	-5
COc1ccccc1NC(=O)c1ccc(N2CC3CC(C2)c2cccc(=O)n2C3)c(NC(=O)c2ccncc2)c1 (stereo not drawn)	0.0	0.5	6	-17	.	3	-7	0
O=C(COC(=O)c1sc2cc(F)ccc2c1Cl)Nc1ncc(Cl)cc1Cl	0.1	-3.5	3	-16	.	-3	.	0
COCc1cc(OC)nc(-c2csc(C)n2)n1	0.0	1.7	1	-8	.	4	-2	0
COc1ccc(S(=O)(=O)NCCC(=O)OCC(=O)NC2CC2)cc1	0.1	-5.6	-2	4	-0.4	12	-3	1
CN1CCN(C(=O)Cn2c(=O)oc3cc(S(=O)(=O)NCc4ccccc4)ccc32)CC1	0.1	2.3	1	-3	0.3	-7	1	-9
CO[C@@H]1CN(C)C(=O)c2cc(NS(C)(=O)=O)ccc2OC[C@H](C)N(CC2CCOCC2)C[C@@H]1C	0.1	0.6	-3	-2	-0.1	6	7	-3
O=C(C(=O)N1CCC(c2ccccc2)CC1)c1ccccc1	-0.1	-1.0	1	-9	10	5	.	-2
O=C(C[C@@H]1C[C@@H]2c3cc(NC(=O)Nc4ccccc4F)ccc3O[C@@H]2[C@@H](CO)O1)NCc1cc(F)ccc1F	0.0	-4.1	2	8	0.2	-2	-8	?
OCCCCC#Cc1c(-c2ccsc2)sc2ccccc12	0.0	-1.2	.	-11	0.4	1	8	-5
CCOC(=O)N1CCN(C(=O)CNC(=O)c2ccc(Br)o2)CC1	0.1	-0.4	1	-4	.	-5	-7	4
COc1ccc(C(=O)NCCN2CCN(C(=O)c3ccc(OC)cc3)CC2)cc1	0.0	-1.7	-1	-9	0.0	-13	-8	-6
COc1ccc(-n2c(SCC(=O)N3CCOCC3)nc(O)cc2=O)cc1	-0.1	2.2	-1	-19	-0.2	3	3	14
O=C(NCC1CCCCC1)[C@H]1N[C@H]2c3ccc(C4=CCCC4)c(=O)n3C[C@H]2[C@@H]1CO	-0.1	0.0	4	-17	-0.3	8	-6	?
CC(OC(=O)COc1ccccc1)C(=O)NC1CCCC1 (stereo not drawn)	0.0	-2.0	-248	2	-0.5	12	8	-1

Next part.
SMILES	XiGFP reactiv	CFTR F508del cor	Casp6 inh	RAD52 inh	E-sel inducer	INS-1E GSIS act	RAD54 branch	DENV2 CPE rescue
CCc1ccc2c(c1)cc(CN(C(=S)Nc1cccc(C)c1)C1CC1)c1nnnn12	.	3.4	0	6	.	15	4	5
COc1ccc(NS(=O)(=O)c2ccc3c(c2)NC(=O)CCS3)cc1Cl	0.0	1.7	4	-15	.	0	-9	-4
COc1ccc(NC(=O)CC2C(=O)N(Cc3cccs3)C(=S)N2C(C)C)cc1 (stereo not drawn)	0.0	-1.3	4	-24	-0.1	-62	-4	-3
Cc1ccc(S(=O)(=O)Nc2ccc3c(c2)CC(=O)N([C@H](C)CO)C[C@@H](C)[C@@H](CN(C)S(=O)(=O)c2cn(C)cn2)O3)cc1	-1.0	2.0	-1	11	0.2	8	2	10
O=C(C1CC1)N1N=C2CCCCC2C1(O)C(F)(F)F (stereo not drawn)	0.1	1.4	-2	-13	3.1	-6	0	-5
COc1ccc(C(=O)C2CCCN(Cc3cccn3-c3ccccn3)C2)cc1F (stereo not drawn)	-0.1	2.3	3	-5	.	24	-2	0
COc1ccc(CN2CC(=O)N(c3ccc(C)c(C)c3)C2=S)cc1OC	0.0	1.0	-2	-6	.	-7	.	4
CCC(=O)N1[C@@H]2c3ccc(C4=CCCC4)c(=O)n3C[C@@H]2[C@@H](CO)[C@@H]1C(=O)NCc1ccccc1	0.0	-0.3	-6	-26	-0.2	-1	10	3
CC(C)NC(=O)Nc1ccc2c(c1)C(=O)N([C@@H](C)CO)C[C@@H](C)[C@H](CN(C)Cc1ccc3c(c1)OCO3)OCCCC[C@H](C)O2	0.1	0.6	.	.	.	9	3	-1
CCOC(=O)c1sc(N/N=C/c2cc(Br)c(O)c(OC)c2)nc1C	0.1	2.3	5	-7	0.6	14	7	-3
COc1c(S(=O)(=O)NCCCN2CCOCC2)ccc(Cl)c1Cl	.	0.9	-6	-6	1.6	-9	3	2
CO[C@@H](C(=O)N(C)C[C@H]1OCc2ccccc2-c2c(n(C)c3ccccc23)C(=O)N([C@H](C)CO)C[C@@H]1C)c1ccccc1	-0.6	-3.4	0	22	-4.0	-20	11	2
O=C(CCC(=O)N1CCOc2ccccc21)NCCc1ccccc1	0.3	4.8	1	-15	-0.1	3	4	-3
CNC(=O)C[C@H]1CC[C@@H]2[C@@H](COc3ccc(NC(=O)c4cccc(OC)c4)cc3C(=O)N2C)O1	0.0	-2.5	0	-10	0.0	12	-4	0
O=C(O)CCCNC(=O)c1nn(Cc2ccccc2)c(=O)c2ccccc12	0.7	1.1	-3	-19	-0.1	25	3	11
Nn1cnc2scc(-c3ccc(Cl)cc3)c2c1=O	0.1	2.1	0	-13	-0.1	33	6	-4

Screening results: PubChem BioAssay, Broad Institute
